BioA inh = M. tuberculosis BioA enzyme inhibitors, primary screen, biochemical, plate reader, single point, HTS. hit rate 0.096% among 360,000. purified M. tuberculosis BioA enzyme. AID 602481, 2012. 7,8-diaminopelargonic acid synthase BioA (Mycobacterium tuberculosis). inhibition, % at 9.99 µM; in the data active means inhibition above about 40%
Numbers without * were called inactive. A portion of the library; count on the stated rates, not on these rows.

SMILES	BioA inh
CC(C)CC#Cc1ccc2c(c1)O[C@@H](CN(C)C(=O)Cc1ccccc1)[C@@H](C)CN([C@@H](C)CO)S2(=O)=O	-2.1
CC(C)NC(=O)Nc1ccc2c(c1)C(=O)N([C@H](C)CO)C[C@@H](C)[C@H](CN(C)Cc1ccc(C(F)(F)F)cc1)OCCCC[C@@H](C)O2	0.7
C[C@@H]1CN([C@H](C)CO)C(=O)c2cc(C3=CCCCC3)cnc2O[C@H]1CN(C)C(=O)c1cccnc1	1.4
CCCNC(=O)N1C[C@H]2[C@@H](c3ccccc31)[C@H](CO)N2Cc1ccc2c(c1)OCO2	-1.9
C[C@H]1CN([C@@H](C)CO)C(=O)c2cc(NS(=O)(=O)c3ccc(F)cc3)ccc2O[C@@H]1CN(C)S(C)(=O)=O	-1.2
CCC(=O)N[C@@H]1CC[C@H](CC(=O)NCc2ccccc2OC)O[C@H]1CO	-5.4
O=C(c1ccccc1)N1CC[C@@H]2[C@H](CO)Nc3ccc(C#Cc4cccc(F)c4)cc3[C@@H]21	-2.9
COc1cccc(-c2cn(CC[C@@H]3CC[C@H](NS(=O)(=O)c4ccccc4Cl)[C@H](CO)O3)nn2)c1	-1.2
COc1ccc(S(=O)(=O)Nc2ccc3c(c2)C(=O)N([C@H](C)CO)C[C@H](C)[C@H](CN(C)S(=O)(=O)c2ccc(OC)cc2)OCCCC[C@@H](C)O3)cc1	-2.5
O=C(Nc1ccc(Cl)c(Cl)c1)N[C@@H]1CC[C@H](CCn2cc(C3CC3)nn2)O[C@H]1CO	1.2
CN1C(=O)c2cc(NC(=O)C3CCOCC3)ccc2OC[C@@H]2O[C@H](CC(=O)NCC3CC3)CC[C@H]21	-4.8
CC(=O)n1cc([C@@H]2C=C(C(=O)N3CCN(Cc4ccccc4)CC3)O[C@H](OCCCCO)C2)c2ccccc21	0.5
C[C@@H]1CN([C@H](C)CO)C(=O)c2cc(NS(C)(=O)=O)ccc2O[C@@H](C)CCCCO[C@@H]1CN(C)S(=O)(=O)c1cccs1	1.1
C[C@H]1CN([C@@H](C)CO)C(=O)c2cc(NC(=O)Nc3ccc4c(c3)OCO4)ccc2O[C@H]1CN(C)Cc1ccccc1	-0.2
O=C(C1CCC1)N1CCCCN2[C@H](CO)[C@@H](c3ccc(C#CC4CCCC4)cc3)[C@@H]2C1	-0.5
C[C@@H]1CN([C@H](C)CO)S(=O)(=O)c2ccc(C3=CCCC3)cc2O[C@@H]1CN(C)C(=O)CN(C)C	2.1
C[C@@H]1CN([C@@H](C)CO)S(=O)(=O)c2ccc(-c3cccc(F)c3)cc2O[C@H]1CN(C)S(C)(=O)=O	6.1
O=C(C[C@@H]1C=C[C@H](NC(=O)CCN2CCCCC2)[C@@H](CO)O1)Nc1ccc(-c2ccccc2)cc1	1.1
COc1cccc(C#Cc2ccc([C@H]3[C@H](C#N)N(C(=O)C4CC4)[C@H]3CO)cc2)c1	-14
CN(C)CCCNC(=O)C[C@@H]1CC[C@H]2[C@@H](COc3ccc(NC(=O)NC4CCCC4)cc3C(=O)N2C)O1	-0.5
CCC(=O)Nc1ccc2c(c1)OC[C@H](C)N(C(=O)c1ccccc1F)C[C@@H](C)[C@@H](OC)CN(C)C2=O	1.4
C[C@@H]1CN([C@@H](C)CO)C(=O)c2cccc(NC(=O)Nc3ccc(C(F)(F)F)cc3)c2O[C@@H]1CN(C)Cc1ccncc1	-2.9
Cc1ccc(S(=O)(=O)N(C)C[C@@H]2Oc3ccc(NS(=O)(=O)c4ccc(F)cc4)cc3CC(=O)N([C@H](C)CO)C[C@H]2C)cc1	-0.8
C[C@H](CO)N1C[C@H](C)[C@H](CN(C)CC2CC2)Oc2ccc(NS(C)(=O)=O)cc2C1=O	-1.6
COc1cccc(S(=O)(=O)N[C@H]2CC[C@@H](CC(=O)NC3CCC3)O[C@H]2CO)c1	-0.3
CCCN1C[C@@H](C)[C@@H](OC)CN(C)C(=O)c2cc(NS(=O)(=O)c3cn(C)cn3)ccc2OC[C@@H]1C	0.3
CN(C)C(=O)C[C@H]1CC[C@H](NS(=O)(=O)c2ccccc2)[C@@H](CO)O1	0.5
O=C(C[C@H]1CC[C@@H]2[C@H](COC[C@@H](O)CN2C(=O)c2ccccn2)O1)N1CCN(c2ccccc2)CC1	-1.3
C[C@@H]1CN([C@@H](C)CO)C(=O)c2cccc(NS(=O)(=O)c3ccc(Cl)cc3)c2O[C@@H]1CN(C)C(=O)Nc1ccc2c(c1)OCO2	0.4
C[C@H](CO)N1C[C@H](C)[C@H](CN(C)Cc2ccc(C(=O)O)cc2)Oc2ccc(NC(=O)Nc3ccc(C(F)(F)F)cc3)cc2C1=O	4.2

By substructure, those above with an aryl methoxy group
SMILES	BioA inh
CCC(=O)N[C@@H]1CC[C@H](CC(=O)NCc2ccccc2OC)O[C@H]1CO	-5.4
COc1cccc(-c2cn(CC[C@@H]3CC[C@H](NS(=O)(=O)c4ccccc4Cl)[C@H](CO)O3)nn2)c1	-1.2
COc1ccc(S(=O)(=O)Nc2ccc3c(c2)C(=O)N([C@H](C)CO)C[C@H](C)[C@H](CN(C)S(=O)(=O)c2ccc(OC)cc2)OCCCC[C@@H](C)O3)cc1	-2.5
COc1cccc(C#Cc2ccc([C@H]3[C@H](C#N)N(C(=O)C4CC4)[C@H]3CO)cc2)c1	-14
COc1cccc(S(=O)(=O)N[C@H]2CC[C@@H](CC(=O)NC3CCC3)O[C@H]2CO)c1	-0.3

Further compounds:
SMILES	BioA inh
CC(C)C#Cc1ccc([C@H]2[C@H]3CN(C(=O)Nc4ccccc4)CCCCN3[C@H]2CO)cc1	-4.8
CCCNC(=O)N(C)C[C@@H]1Oc2ncc(C#CCC(C)C)cc2C(=O)N([C@H](C)CO)C[C@H]1C	-2.5
C[C@H]1CCCCO[C@H](CN(C)C(=O)CCCN(C)C)[C@@H](C)CN([C@@H](C)CO)C(=O)c2cc(NC(=O)CCC(F)(F)F)ccc2O1	1.7
O=C(O)C[C@@H]1C[C@@H]2c3cc(NC(=O)CC4CC4)ccc3O[C@@H]2[C@H](CO)O1	-1.0
O=C(C[C@@H]1C=C[C@@H](NC(=O)Nc2ccc(C(F)(F)F)cc2)[C@@H](CO)O1)NCc1ccccn1	-2.4
O=C(C[C@@H]1CC[C@@H]2[C@H](COC[C@@H](O)CN2C(=O)c2ccccc2)O1)NCc1cccc(F)c1	-2.5
CCC(=O)N[C@@H]1CC[C@H](CCn2cc(C3CC3)nn2)O[C@@H]1CO	-3.1
CC(C)NC(=O)N(C)C[C@@H]1OCCCC[C@H](C)Oc2ccc(NC(=O)Cc3ccccc3)cc2C(=O)N([C@@H](C)CO)C[C@H]1C	-3.0
CCC(=O)N1[C@@H]2c3ccc(-c4ccccc4)c(=O)n3C[C@@H]2[C@@H](CO)[C@@H]1C(=O)N1CCCCC1	-0.3
C[C@@H]1CCCCO[C@@H](CN(C)S(=O)(=O)c2ccc(F)cc2)[C@H](C)CN([C@@H](C)CO)C(=O)c2cc(NC(=O)Nc3ccc4c(c3)OCO4)ccc2O1	-0.9
C/C=C/c1ccc2c(c1)O[C@@H](CN(C)C(=O)Nc1ccc(OC)cc1)[C@H](C)CN([C@@H](C)CO)S2(=O)=O	10
CCS(=O)(=O)NCC[C@H]1CC[C@H](NS(=O)(=O)c2cccc(Cl)c2)[C@@H](CO)O1	2.6
COc1ccc(S(=O)(=O)Nc2ccc3c(c2)C(=O)N([C@H](C)CO)C[C@H](C)[C@@H](CN(C)Cc2ccc(Cl)c(Cl)c2)O3)cc1	-2.1
CCCNC(=O)Nc1ccc2c(c1)C(=O)N(C)[C@@H]1CC[C@@H](CC(=O)OC)O[C@@H]1CO2	17
C[C@@H]1CN([C@H](C)CO)C(=O)c2cc(C#Cc3ccccc3)cnc2O[C@@H]1CN(C)S(=O)(=O)c1ccccc1F	-1.5
COc1cccc(-c2ccc3c(c2)[C@@H]2[C@@H](CCN2S(=O)(=O)c2cccc(OC)c2)[C@@H](CO)N3)c1	0.6
Cc1noc(C)c1NC(=O)Nc1ccc2c(c1)C(=O)N([C@H](C)CO)C[C@H](C)[C@@H](CN(C)C(=O)Nc1cccc3ccccc13)OCCCC[C@H](C)O2	0.3
CC(C)NC(=O)Nc1ccc2c(c1)C(=O)N([C@H](C)CO)C[C@H](C)[C@@H](CN(C)C(=O)Nc1cccc3ccccc13)OCCCC[C@H](C)O2	-1.9
O=C(NC1CCCC1)[C@H]1[C@H](CO)[C@H]2Cn3c(ccc(-c4cccnc4)c3=O)[C@@H]1N2CC1CC1	-0.9
C[C@@H]1CN([C@H](C)CO)S(=O)(=O)c2ccc(C#C[C@@H](C)O)cc2O[C@@H]1CN(C)Cc1cccnc1	0.1
CCNC(=O)C[C@@H]1CC[C@H]2[C@@H](COc3ccc(NC(=O)Nc4ccc(Cl)cc4)cc3C(=O)N2C)O1	2.2
Cc1noc(C)c1S(=O)(=O)N(C)C[C@@H]1OCCCC[C@H](C)Oc2ccc(NC(=O)CCC(F)(F)F)cc2C(=O)N([C@H](C)CO)C[C@@H]1C	3.4
Cc1noc(C)c1NC(=O)N(C)C[C@@H]1Oc2c(NC(=O)c3ccncc3)cccc2C(=O)N([C@@H](C)CO)C[C@H]1C	-0.3
N#C[C@@H]1[C@H](c2ccc(C#Cc3ccccc3F)cc2)[C@H](CO)N1C(=O)C1CCC1	-3.0
CN(C)Cc1cn(CC[C@@H]2CC[C@@H](NC(=O)Cc3cccnc3)[C@@H](CO)O2)nn1	-1.1
C[C@@H]1CN([C@@H](C)CO)C(=O)c2cccc(NC(=O)Nc3ccc(C(F)(F)F)cc3)c2O[C@H]1CN(C)Cc1ccc(Cl)c(Cl)c1	-1.4
O=C(C[C@@H]1CC[C@@H](NC(=O)C2CCC2)[C@@H](CO)O1)NCc1ccncc1	-2.1
COc1cccc(C(=O)N2C[C@H]3[C@@H](c4ccccc42)[C@H](CO)N3C(C)=O)c1	3.9
O=C(NCC(F)(F)F)[C@H]1[C@H](CO)[C@H]2Cn3c(ccc(-c4ccncc4)c3=O)[C@H]2N1Cc1ccncc1	-2.0
COc1ccc(NC(=O)O[C@H]2[C@H](OC(=O)Nc3ccccc3)[C@H](OC(=O)Nc3ccccc3)[C@@H](OC)O[C@@H]2CO)cc1	0.7
COCC#Cc1cnc2c(c1)C(=O)N([C@H](C)CO)C[C@H](C)[C@H](CN(C)C(=O)CCN1CCCCC1)O2	0.5
CN1C(=O)c2cc(NC(=O)c3ccccc3F)ccc2OC[C@@H]2O[C@H](CC(=O)NCc3ccc4c(c3)OCO4)CC[C@@H]21	0.2
Cc1ccc(-c2ccc3c(c2)O[C@H](CN(C)C(=O)C2CCC2)[C@H](C)CN([C@@H](C)CO)S3(=O)=O)cc1	0.3
C[C@@H]1CN([C@@H](C)CO)C(=O)c2cccc(NC(=O)c3nc4ccccc4s3)c2O[C@@H]1CN(C)C(=O)Nc1cccc2ccccc12	-0.9
N#Cc1ccc(-c2ccc([C@@H]3[C@H]4CN(C(=O)Nc5ccc(F)cc5)CCCCN4[C@H]3CO)cc2)cc1	-7.9
Cc1noc(C)c1NC(=O)NCC[C@@H]1CC[C@@H](NC(=O)c2ccccc2)[C@H](CO)O1	-0.5
C=CCN1C(=O)[C@@]2(O[C@@H](CCO)[C@H]([Si](C)(C)c3ccc(OC)cc3)[C@H]2C)c2cc(NC(C)=O)ccc21	-2.3
COc1ccc(CNC(=O)C[C@@H]2CC[C@@H](NC(=O)CN(C)C)[C@H](CO)O2)cc1	-1.8
CN1c2ccc(-c3cccc(C#N)c3)cc2[C@H]2[C@H](CCN2C(=O)C2CCC2)[C@@H]1CO	8.9
CNC[C@@H]1Oc2c(N)cccc2C(=O)N([C@@H](C)CO)C[C@H]1C	-2.3
O=C(NCC[C@H]1CC[C@@H](NC(=O)c2cccnc2)[C@@H](CO)O1)Nc1ccc(F)cc1	3.0
CCCNC(=O)[C@@H]1[C@@H](CO)[C@@H]2Cn3c(ccc(C4=CCCCC4)c3=O)[C@H]1N2	0.4
CC(C)CC#Cc1ccc([C@H]2[C@H](CO)N3CCCCN(C(=O)Nc4ccccc4)C[C@@H]23)cc1	2.9
CC(C)C#Cc1cnc2c(c1)C(=O)N([C@H](C)CO)C[C@H](C)[C@@H](CN(C)C(=O)Cc1ccncc1)O2	-1.3
C[C@H](CO)N1C[C@H](C)[C@H](CN(C)C(=O)Nc2ccc3c(c2)OCO3)OCCCC[C@H](C)Oc2ccc(NC(=O)Cc3ccccc3)cc2C1=O	-2.5

Overlap with the part before: five compounds, followed by the next part.
SMILES	BioA inh
O=C(NCC[C@H]1CC[C@@H](NC(=O)c2cccnc2)[C@@H](CO)O1)Nc1ccc(F)cc1	3.0
CCCNC(=O)[C@@H]1[C@@H](CO)[C@@H]2Cn3c(ccc(C4=CCCCC4)c3=O)[C@H]1N2	0.4
CC(C)CC#Cc1ccc([C@H]2[C@H](CO)N3CCCCN(C(=O)Nc4ccccc4)C[C@@H]23)cc1	2.9
CC(C)C#Cc1cnc2c(c1)C(=O)N([C@H](C)CO)C[C@H](C)[C@@H](CN(C)C(=O)Cc1ccncc1)O2	-1.3
C[C@H](CO)N1C[C@H](C)[C@H](CN(C)C(=O)Nc2ccc3c(c2)OCO3)OCCCC[C@H](C)Oc2ccc(NC(=O)Cc3ccccc3)cc2C1=O	-2.5
COc1cc2c(cc1OC)CN(C(=O)[C@H]1[C@@H]3C(=O)O[C@@H](c4ccccc4)[C@@H](c4ccccc4)N3[C@@H](c3ccc(O)cc3)[C@]13C(=O)Nc1ccc(C#CC4(O)CCCCCC4)cc13)CC2	-0.6
C/C=C/c1ccc([C@@H]2[C@H](C#N)N(C(=O)Cc3ccccn3)[C@H]2CO)cc1	-1.2
COC(=O)C[C@@H]1C[C@@H]2c3cc(NS(C)(=O)=O)ccc3O[C@@H]2[C@H](CO)O1	0.5
C[C@H](CO)N1C[C@H](C)[C@H](CN(C)Cc2ccncc2)Oc2cc(-c3cncnc3)ccc2S1(=O)=O	1.5
CN(C)C(=O)[C@H]1[C@H](CO)[C@H]2Cn3c(ccc(-c4cncnc4)c3=O)[C@@H]1N2C(=O)NC1CCCC1	1.7

Compound activity (PubChem BioAssay)
